Screens as filed in PubChem.
14-3-3 PPI: modulators of 14-3-3 gamma protein binding, primary screen, biochemical, fluorescence polarization; 14-3-3 protein gamma (Homo sapiens), P61981; FP, 14-3-3gamma / TMR-pS259-Raf peptide binding; inhibition, % at 40 µM; 0.19% of 160,000 active; AID 422, 2006; in the data active means inhibition above about 30%;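 further: 0% = protein plus tracer without compound and 100% = blank with tracer alone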
Target sequence (P61981 whole entry, looked up): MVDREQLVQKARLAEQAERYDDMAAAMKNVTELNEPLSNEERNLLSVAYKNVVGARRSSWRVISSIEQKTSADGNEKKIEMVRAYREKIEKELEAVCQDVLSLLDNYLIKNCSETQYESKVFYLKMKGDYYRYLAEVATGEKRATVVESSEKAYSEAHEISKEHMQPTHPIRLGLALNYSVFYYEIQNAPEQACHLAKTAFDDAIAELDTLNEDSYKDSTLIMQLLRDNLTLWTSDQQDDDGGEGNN
Starred values were filed as active, the others as inactive; & = joins results of further samples. This is a subset; rates above refer to the full screens.

compound	14-3-3 PPI
O=C(c1ccco1)N(CCCN1CCOCC1)c1nc(-c2ccc(Cl)cc2)cs1	-1.9
O=C(O)c1ccc2c(c1)C(=O)N(c1cccc(Oc3ccc4c(c3)C(=O)N(c3ccccc3)C4=O)c1)C2=O	-16.1
CCOc1ccccc1NC(=O)Cn1c(=O)n(CCC(=O)NC2CCCC2)c(=O)c2ccccc21	-6.8
Cn1c(=O)c2[nH]c(Nc3ccccc3)nc2n(C)c1=O	11.1
C=CCSc1nc(N)c(C#N)c(-c2ccccc2)c1C#N	-7.2
Cc1ccc(NC(=O)CN(c2ccc3c(c2)OCO3)S(=O)(=O)c2c(C)n[nH]c2C)cc1	-1.6
COc1ccc(-c2nnn(Cc3nc(N)nc(N4CCCCC4)n3)n2)cc1	-7.0
CCOC(=O)N1CCN(C(=O)CSc2nnc(Cn3c(=O)sc4ccccc43)n2C)CC1	-4.1

Other records
compound	14-3-3 PPI
CCN(CC)C(=O)c1c(Cl)nc(C)c([N+](=O)[O-])c1C	-4.5
Cc1cc(C)n(-c2nc3ccccc3n3nnnc23)n1	-5.5
COc1ccc(N=c2oc3c(OC)cccc3cc2-c2nc3ccccc3[nH]2)cc1	8.2
CCN1CCCC1CN=Cc1c(O)n(-c2ccccc2)c(=O)c2ccccc12 (configuration not stated)	-24.9
Cc1ccccc1N(CCN(C(=O)c1ccco1)c1ccccc1C)C(=O)c1ccco1	-4.3
O=C(NCCc1ccccc1)C1CCC(=O)N1C1CCCCC1 (configuration not stated)	4.0
CCOC(=O)c1c(-c2ccccc2)csc1NC(=O)c1cc2ccccc2oc1=O	1.3
O=C1c2ccccc2C(O)(Cc2ccccc2)N1c1ccc2c(c1)OCO2 (configuration not stated)	-3.8&-15.6

Next section
compound	14-3-3 PPI
CN(CCNC(=O)C1CCN(S(=O)(=O)c2cccc3nsnc23)CC1)Cc1ccccc1	14.7
Cc1cc(C)c(C(=O)CSc2n[nH]c(=O)n2C2CC2)cc1C	3.5
CCOc1ccc(C2=CC(c3ccccc3C)c3ccccc3O2)cc1 (configuration not stated)	-3.3
COCCn1nnnc1C(c1ccc(OC)c(OC)c1)N1CCN(c2nc3ccccc3s2)CC1 (configuration not stated)	1.7
Cc1nn(-c2ccc(F)cc2)c2nc(N)c(C#N)c(-c3cccs3)c12	-21.6
Cc1cccn2c(Nc3ccc4c(c3)OCCO4)c(-c3ccc(Br)o3)nc12	-20.5
COC(=O)c1ccc(-n2nnnc2SCC(=O)Nc2ccccc2OC)cc1	2.1
COCCNc1ncnc2ccc(Br)cc12	8.4

Going on with the list:
compound	14-3-3 PPI
COc1ccc2cc(-c3csc(NC(=O)CCC(=O)NC4CCCCCC4)n3)c(=O)oc2c1	-6.2
CC(=O)c1ccc(N2CCN(C(=O)CCS(=O)(=O)c3cccc4nonc34)CC2)cc1	-6.2
COc1ccc(C(=O)N2CCN(c3cccc(Cl)c3)CC2)c(OC)c1	-5.8
CC1CCCC(C)N1CCNC(=O)CCNS(=O)(=O)c1ccc(Cl)cc1 (configuration not stated)	-2.5
O=C(O)C1CSC(CCc2ccccc2)N1 (configuration not stated)	1.6
Cn1c(=O)c2c(nc(NCc3ccccc3)n2CCO)n(C)c1=O	-3.4
CCOc1cc(C2C=C(c3ccc(F)cc3)Nc3ncnn32)ccc1OC(F)F (configuration not stated)	-2.5
CC1CC(C)CN(Cc2nc3c(c(=O)n(C)c(=O)n3C)n2CCN2CCOCC2)C1 (configuration not stated)	3.0

Other entries:
compound	14-3-3 PPI
CCOC(=O)c1sc(NC(=O)CSc2nc(C)cc(C)n2)nc1C	3.3
Cc1cc(C)c2c(c1)c(C)cc1nnc(SCC(=O)NCc3ccco3)n12	-6.3
CCCCSC1=C(C#N)C(c2ccccc2C)C(C(=O)OCC)C(=O)N1 (configuration not stated)	-3.2
COc1ccc(-c2noc(CSc3ccccc3)n2)cc1OC	-5.0
O=C(O)c1ccc(N2CCOCC2)c([N+](=O)[O-])c1	-5.8
COc1ccc(C2C(C(=O)OC(C)C)=C(C)NC3=C2C(=O)CCC3)cc1OC (configuration not stated)	6.1
COCCNC(=O)c1ccc(S(=O)(=O)c2ccc(OC)cc2)c([N+](=O)[O-])c1	-1.5
CCC(C)NCC(=O)Nc1ccc(-c2nc3cc(NC(=O)CNC(C)CC)ccc3o2)cc1 (configuration not stated)	-8.5

(cont.)
compound	14-3-3 PPI
O=C(CCNS(=O)(=O)c1ccc(Br)cc1)NCCc1ccccc1Cl	2.7
Oc1c(CN2CCOCC2)cc(Cl)c2cccnc12	1.8
COc1cc2c(cc1OC)C(C(=O)N(C)Cc1ccccc1)C(c1ccccc1F)N(C)C2=O (configuration not stated)	0.8
COCCCN1C(=O)C(=O)/C(=C(/O)c2ccc(OC)cc2C)C1c1cccnc1 (configuration not stated)	0.6
Cc1oc(/N=C/c2ccc(Cl)cc2)c(C#N)c1C	-21.9
CN(CC(=O)NCCN1CCCCCC1)S(=O)(=O)c1cccc2nsnc12	-8.0
COc1cccc(C(=O)Nc2ccc3nc(N4CCOCC4)cc(C)c3c2)c1	0.2
COc1cccc(OC)c1C(=O)Nc1c2c(nn1-c1ccc(F)cc1)CS(=O)C2 (configuration not stated)	4.3

Additional compounds
compound	14-3-3 PPI
Cc1ccc2oc(-c3ccc(N=Cc4cc([N+](=O)[O-])cc(Br)c4O)cc3)nc2c1	-12.3
Cc1cc(Br)ccc1SCC(=O)OCC(=O)N1CCN(C(=O)c2ccco2)CC1	-7.6
CC1CCCN(C(=O)CCS(=O)(=O)c2cc(Br)cc3c2N(C(=O)C2CC2)CC3)C1 (configuration not stated)	-2.0
CCn1cnc2cc(NCc3ccc(OC)c(OC)c3)ccc21	-3.3
O=C(O)c1ccccc1-c1ccc(-c2cc(C(=O)O)c3c(ccc4ccccc43)n2)o1	-26.0
Cc1ccc(C(=O)Nc2ccc(NC(=O)c3ccc(C)cc3)cc2)cc1	-3.7
Cc1ccc(-n2ncc3c(=O)[nH]c(SCC(=O)N4CCc5ccccc54)nc32)cc1C	16.7
CCC1CCCCN1S(=O)(=O)c1ccc(OC)cc1 (configuration not stated)	-4.3

Further entries
compound	14-3-3 PPI
CCCCC(NS(=O)(=O)c1ccc(C)cc1)C(=O)O (configuration not stated)	-22.3
COc1cccc(NC(=O)CN2CCN(c3ccccc3F)CC2)c1	-2.4
O=C(CSc1nnnn1C1CCCC1)Nc1ccc2c(c1)OCO2	2.0
FC(F)(F)COc1nc(OCC(F)(F)F)nc(N2CCCCC2)n1	-2.1
CS(=O)(=O)N1CCc2cc(S(=O)(=O)Nc3ccc4oc5c(c4c3)CCCC5)ccc21	-4.2
CC(=O)C1=C(C)NC(SCC(N)=O)=C(C#N)C1c1cccnc1 (configuration not stated)	0.1
Clc1c(-c2nnc(-c3cccs3)o2)sc2ccccc12	-32.3
COc1ccc(CC(=O)Nc2c3c(nn2-c2ccccc2C)CS(=O)C3)cc1 (configuration not stated)	-7.0

Among those listed so far, 3 contain a thiophene ring, fused or not:
compound	14-3-3 PPI
CCOC(=O)c1c(-c2ccccc2)csc1NC(=O)c1cc2ccccc2oc1=O	1.3
Cc1nn(-c2ccc(F)cc2)c2nc(N)c(C#N)c(-c3cccs3)c12	-21.6
Clc1c(-c2nnc(-c3cccs3)o2)sc2ccccc12	-32.3

The list goes on.
compound	14-3-3 PPI
CCCC(C)NS(=O)(=O)c1ccccc1 (configuration not stated)	0.7
COc1ccc(N(C)S(=O)(=O)c2ccc3c(c2)oc(=O)n3C)c(OC)c1	-18.4
C/C(=N/n1cnnc1)c1cccnc1	0.5
Cc1cccc(OCC(=O)Nc2ccccc2C(=O)N2CCOCC2)c1	-2.1
Cc1cc(C)cc(Oc2coc3c(CN4CCCCCC4)c(O)ccc3c2=O)c1	-10.6
CCOC(=O)c1cc(=O)[nH]c2ccccc12	-0.7
CCOC(=O)c1oc2nc3c(cc2c1N)COC(C)(C)C3	-6.1
CC(NC(=O)CSc1nc2ccccc2c(=O)[nH]1)c1ccccc1 (configuration not stated)	-5.0

Carrying on:
compound	14-3-3 PPI
COC(=O)c1cc(NC2c3ccccc3C(=O)N2CCN2CCOCC2)cc(C(=O)OC)c1 (configuration not stated)	5.7
CC(C)OC(=O)c1c(NC(=O)c2ccc(Cl)c([N+](=O)[O-])c2)sc2c1CCCC2	-8.0
COc1cc(OC)cc(-n2nnnc2SCC(=O)N2CCCC2)c1	-7.6
COc1ccc(C(=O)Nc2nc3c(s2)CCCC3)c(OC)c1	-0.9
Cc1cccc(N2CCN(C(=O)c3cn(C)c(=O)c4c3c3ccccc3n4C)CC2)c1C	-2.1&-3.5
COc1cccc(-n2c(=O)c3sccc3n(CC(=O)Nc3cccc(C)c3)c2=O)c1	1.0
CCOc1ccc(C2Oc3nc(SCC)nnc3-c3ccccc3N2C(C)=O)cc1OCC (configuration not stated)	-13.2
O=S(=O)(NCc1cccs1)c1cccc2nsnc12	-1.5

3 of these compounds in another layout.
> CS(=O)(=O)N1CCc2cc(S(=O)(=O)Nc3ccc4oc5c(c4c3)CCCC5)ccc21
  14-3-3 PPI: -4.2

> CC(=O)C1=C(C)NC(SCC(N)=O)=C(C#N)C1c1cccnc1 (configuration not stated)
  14-3-3 PPI: 0.1

> Clc1c(-c2nnc(-c3cccs3)o2)sc2ccccc12
  14-3-3 PPI: -32.3

Next section:
compound	14-3-3 PPI
CCCCN(CC)C(=O)Cn1c(=O)n(-c2ccc(C)c(C)c2)c(=O)c2c3c(sc21)CCC3	-9.8
Cc1ccc(C)c(NC(=O)CSc2nc3c(c(=O)n2-c2ccc(Cl)cc2)SCC3)c1	-4.4
O=C(C1=C(O)C(=O)N(CCN2CCOCC2)C1c1cccnc1)c1cc2ccccc2o1 (configuration not stated)	-3.7
COc1ccc(OC)c(C2SCCN2S(=O)(=O)c2ccc(C)cc2)c1 (configuration not stated)	-2.2
COCc1[nH]nc2c1C1(CCC3(CC1)OCCO3)C(C#N)=C(N)O2	-0.9
Cc1ccc(-c2nc(C#N)c(N3CCN(C)CC3)o2)cc1	-3.3
Cc1c(N=CN2CCOCC2)c(=O)n(C)c(=O)n1C	6.0
CCOC(=O)c1c(N)sc(C(=O)N2CCCC(C(N)=O)C2)c1C (configuration not stated)	0.4

(listing goes on)
compound	14-3-3 PPI
Cc1[nH]c2ccccc2c1C(C[N+](=O)[O-])c1cc(Cl)c2c(c1)OCO2 (configuration not stated)	-12.8
CCn1c(SCC(=O)O)nnc1-c1cc2c(C)nn(-c3ccccc3)c2s1	-5.1
CCOc1ccc(N2C(=O)CC(N3CCC(C)CC3)C2=O)cc1 (configuration not stated)	-7.2
N=c1c(C(N)=O)cc2c(=O)n3ccccc3nc2n1Cc1ccco1	-10.1
COc1ccc(C2NC(=O)NC(C)=C2C(=O)Nc2ccc(F)cc2)c(OC)c1 (configuration not stated)	4.8
O=C(Nc1ccc(F)cc1)NC1(C(=O)NCc2ccco2)CCCCC1	3.0
Cc1nn(Cc2ccccc2Cl)c2sc(C(=O)NCCCn3ccnc3)cc12	-11.1
CN(C)CCN(CCO)C1=NS(=O)(=O)c2ccccc21	5.7

Further structures follow.
compound	14-3-3 PPI
CCOC(=O)CC(=O)Nc1cc(Cl)ccc1O	-4.3
CCOC(=O)c1ccc(NC(=O)C(Cc2ccccc2)N2C(=O)c3ccccc3C2=O)cc1 (configuration not stated)	0.3
COc1ccc(Cl)cc1NC(=O)CCCn1nc(C)c([N+](=O)[O-])c1C	-1.2
CCN(CC)CCNC(=O)c1c(O)c2c([nH]c1=O)CCCC2	0.7&4.7
CCOc1cc(C2NC(=S)NC(C)=C2C(=O)OC)ccc1OCc1ccccc1 (configuration not stated)	0.0
Cc1ccc(OCC(=O)NCCc2nc3ccccc3[nH]2)c(C)c1	-38.7
N#CC1=C(N)Oc2n[nH]c(-c3ccc(F)cc3)c2C1c1cccnc1 (configuration not stated)	-4.9
CCC1(C(=O)OC)NC(c2ccco2)C2C(=O)N(c3ccc(C)cc3)C(=O)C21 (configuration not stated)	-22.2

(continued)
compound	14-3-3 PPI
CCN(CC)C(=O)c1c(NC(=O)c2ccco2)sc2c1CCC(C(C)(C)C)C2 (configuration not stated)	-7.1
Cc1cc(Oc2ccccc2)nc(Oc2ccc(OCc3ccccc3)nn2)n1	0.1
CCS(=O)(=O)N1N=C(c2ccc(NS(C)(=O)=O)cc2)CC1c1cccc([N+](=O)[O-])c1 (configuration not stated)	-296.8
CN(C)S(=O)(=O)N1CCC(C(=O)O)(c2ccccc2)CC1	3.0
CCCCC1CCC(c2nc(-c3ccccn3)no2)CC1 (configuration not stated)	-6.2
COc1ccc(-c2cnnn2-c2ccc(NC(=O)c3ccccc3F)cc2)cc1OC	-6.3
CCOc1cc(C(Nc2ccccn2)c2ccc3cccnc3c2O)ccc1OC (configuration not stated)	-19.2
COC(=O)c1cccc(N2C(=O)c3ccc([N+](=O)[O-])cc3C2=O)c1	-2.0

(continued)
compound	14-3-3 PPI
O=C(NCCCN1CCN(C2CCCCC2)CC1)Nc1ccccc1C(F)(F)F	4.9
COc1cccc(-c2csc(NC(C)=O)n2)c1	-4.4
O=S(=O)(c1cccc(-c2nnc(SCc3ccc(Cl)cc3)o2)c1)N1CCCCC1	3.2
COc1ccc2nc(NC(=O)C(NS(=O)(=O)c3cccs3)C(C)C)sc2c1 (configuration not stated)	-2.0&0.6
Cc1cccc(CSCCNS(=O)(=O)c2ccc3c(c2)OCCO3)c1	-11.9
COc1cccc(NC(=O)CN2CCN(c3ccccn3)CC2)c1	-3.2

A second format for part of the listing above.
14-3-3 PPI	Compound
-4.4	COc1cccc(-c2csc(NC(C)=O)n2)c1
3.2	O=S(=O)(c1cccc(-c2nnc(SCc3ccc(Cl)cc3)o2)c1)N1CCCCC1
-2.0&0.6	COc1ccc2nc(NC(=O)C(NS(=O)(=O)c3cccs3)C(C)C)sc2c1 (configuration not stated)
-11.9	Cc1cccc(CSCCNS(=O)(=O)c2ccc3c(c2)OCCO3)c1
